RNase H inhibition: RNase H inhibition, HIV 1 Gag Pol polyprotein, FRET biochemical assay, screening (AID 372). inhibition, % at 10 µM, or IC50 in µM where a hit was titrated. HIV-1 RT RNase H, FRET RNA/DNA substrate fluorescence; higher % means a stronger effect. 100,000 compounds, 0.77% hits; in the data active = inhibition above about 50%
Active calls of the source: *. A portion of the library, so the mix of outcomes need not match the whole.

SMILES | RNase H inhibition
CCOc1ccc(S(=O)(=O)N(CC(=O)NCC(C)C)c2ccc(C)cc2)cc1 | 12%
O=C(N/N=C/c1cc(O)ccc1Br)c1cccc(F)c1 | 18%
COc1ccc(C2CC(C(F)(F)F)n3nc(C(=O)NCc4cccs4)cc3N2)cc1OC (stereo not drawn) | 16%
O=C(Nc1ccc(-c2ccc([N+](=O)[O-])cc2)cc1)c1ccc(F)cc1 | 20%
COc1cc2c(cc1OC)CN(Cc1ccc(Br)s1)CC2 | 19%
O=C1NN(c2ccc(I)cc2)C(=O)/C1=C\c1ccccc1O | 14%
Cc1ccc(/C(O)=C2\C(=O)C(=O)N(CCCC(=O)O)C2c2ccc(C)cc2)cc1 (stereo not drawn) | 0%
Cc1cc([N+](=O)[O-])ccc1-c1ccc(C(=O)Nc2ccc(Cl)cn2)o1 | 16%
CCOc1ccc(C(=O)Nc2ccc(Cl)c(-c3nc4ccccc4[nH]3)c2)cc1Cl | 15%
CCC1CCCCN1C(=O)CCN1C(=O)/C(=C\c2ccccc2Cl)SC1=S (stereo not drawn) | 17%
COC(=O)c1ccc(-n2ncnc2-c2ccc(Cl)c([N+](=O)[O-])c2)cc1 | 15%
CC1=CC(C)(C)N(C(=O)CN2C(=O)C3CCCCC3C2=O)c2cc(C)ccc21 (stereo not drawn) | 20%
CC(=O)CC1(O)C(=O)N(Cc2ccc3c(c2)OCO3)c2ccccc21 (stereo not drawn) | 14%
O=c1oc2cc(OCc3c(F)cccc3Cl)ccc2cc1-c1ccccn1 | 8%
Cc1ccc(N=Cc2ccc([N+](=O)[O-])cc2)c(C)c1 | 3%
O=[N+]([O-])c1ccc(-c2cc3ccccn3c2)cc1 | 11%
CCN(CC)c1ccc(/C=C(\C#N)C(=O)Nc2ccc(OC)cc2)c(OC)c1 | 8%
COc1cc(NC(=O)/C=C/c2ccc(OCc3ccc(Cl)cc3)c(OC)c2)c(OC)cc1Cl | 15%
O=C(CSC1=NCCS1)OCN1C(=O)c2ccccc2C1=O | 7%
Cc1cc(NC(=O)c2nn3c(c2Cl)NC(c2ccc(Br)cc2)CC3C(F)(F)F)no1 (stereo not drawn) | 18%
NC1=NC(=O)/C(=C\c2ccc(-c3cccc(Cl)c3Cl)o2)S1 | 44%
O=C(Nc1ccccc1)c1ccccc1N=Cc1ccc(Cl)c([N+](=O)[O-])c1 | 6%
COc1cc(C2CC3CC2C(C)C3(C)C)ccc1O (stereo not drawn) | 6%
COc1cc(C(=O)NC(NC(=S)Nc2cccc([N+](=O)[O-])c2)C(Cl)(Cl)Cl)cc(OC)c1OC (stereo not drawn) | 19%
CCOc1ccc(-n2sc3c(c2=S)-c2ccc(OC)cc2NC3(C)C)cc1 | 2%

Some of the entries so far, in markdown.
| mol | RNase H inhibition |
| --- | --- |
| CC(=O)CC1(O)C(=O)N(Cc2ccc3c(c2)OCO3)c2ccccc21 (stereo not drawn) | 14% |
| O=C(Nc1ccc(-c2ccc([N+](=O)[O-])cc2)cc1)c1ccc(F)cc1 | 20% |
| COC(=O)c1ccc(-n2ncnc2-c2ccc(Cl)c([N+](=O)[O-])c2)cc1 | 15% |

Sorted by length of the SMILES (ascending): part of the list above
SMILES | RNase H inhibition
O=C1NN(c2ccc(I)cc2)C(=O)/C1=C\c1ccccc1O | 14%
CC(=O)CC1(O)C(=O)N(Cc2ccc3c(c2)OCO3)c2ccccc21 (stereo not drawn) | 14%
CCC1CCCCN1C(=O)CCN1C(=O)/C(=C\c2ccccc2Cl)SC1=S (stereo not drawn) | 17%
CCN(CC)c1ccc(/C=C(\C#N)C(=O)Nc2ccc(OC)cc2)c(OC)c1 | 8%
Cc1cc(NC(=O)c2nn3c(c2Cl)NC(c2ccc(Br)cc2)CC3C(F)(F)F)no1 (stereo not drawn) | 18%

(list continues)
SMILES | RNase H inhibition
Cc1nn(-c2ccccc2)c2sc(C(=O)N/N=C/c3cc4c(cc3[N+](=O)[O-])OCO4)cc12 | 0%
CCC(=O)NC(c1ccc(OC)c(OC)c1)c1ccc2cccnc2c1O (stereo not drawn) | 0%
CCCOc1ccccc1C1C(C(=O)OCC(C)C)=C(C)NC2=C1C(=O)CC(c1ccc(Cl)cc1)C2 (stereo not drawn) | 18%
COc1cc(OC)cc(C(=O)N2CCN(C(=O)Cc3ccccc3)CC2)c1 | 0%
Cc1onc(-c2ccccc2Cl)c1C(=O)Nc1ccc(Cl)cc1F | 7%
NC1=NC(=O)/C(=C2/C(=O)N(Cc3ccccc3Cl)c3ccccc32)S1 | 12%
Cc1ccc(C2Nc3cccc4cccc(c34)N2)s1 | 25%
COc1cc(C)ccc1OCCCCOc1cc(C)cc(C)c1 | 3%
N#CCNC(=O)c1ccccc1[N+](=O)[O-] | 19%
O=c1[nH]c(=O)n(-c2ccccc2Cl)c(O)c1C=NCCCn1ccnc1 | 9%
O=CN1CCN(C(=O)c2ccc(Cl)c([N+](=O)[O-])c2)CC1 | 7%
COC(=O)c1cc(NC(=O)C(C)C)cc(C(=O)OC)c1 | 24%
CC1=C(C(=O)OCCc2ccccc2)C(c2ccc([N+](=O)[O-])cc2)C2=C(CC(c3ccc(Cl)cc3)CC2=O)N1 (stereo not drawn) | 17%
COc1ccc(OC)c(/C=C/C(=O)Oc2ccc(C(C)C)cc2)c1 | 17%
COc1ccc(C(=O)NC(=S)Nc2ccc([N+](=O)[O-])cc2OC)cc1 | 13%
CCOC(=O)C(=CNc1ccccc1[N+](=O)[O-])C(=O)OCC | 7%
O=C(CCNc1cccc(C(F)(F)F)c1)c1ccc([N+](=O)[O-])cc1 | 5%
CC1=C(C(=O)OCCOc2ccccc2)C(c2ccc(O)cc2)C2=C(CC(c3ccc(Cl)cc3)CC2=O)N1 (stereo not drawn) | 14%
CCOC(=O)C1=C(C)N=c2s/c(=C\c3ccc(N(C)C)c(Br)c3)c(=O)n2C1c1ccccc1 (stereo not drawn) | 6%
COc1ccc(/C=C/C(=O)Oc2ccc(Cl)cc2C)cc1 | 23%
CCOc1ccc(C2C(C(=O)OC(C)C)=C(C)NC3=C2C(=O)CC(c2ccc(OC)cc2)C3)cc1 (stereo not drawn) | 8%
CC(C)Oc1ccc(Cc2c(O)[nH]c(=S)[nH]c2=O)cc1 | 7%
O=C(Nc1ccc(Br)cc1)C1CCCN1C(=O)OCc1ccccc1 (stereo not drawn) | 8%
N#CCCC1(CCC#N)S(=O)(=O)CC(c2ccc(Cl)cc2)CS1(=O)=O | 9%
C/C=C(\C)CN1CCN(c2ccc(C)cc2)CC1 | 3%

(list continues)
SMILES | RNase H inhibition
CCOC(=O)COc1ccc2ccccc2c1/C=N/NC(=O)c1ccc(O)c(OC)c1 | 30%
Cc1cccc2c1[nH]c1nc(N/N=C\c3ccccc3O)nnc12 | 7%
Cc1cc([N+](=O)[O-])ccc1N=Cc1ccc(Cl)cc1Cl | 15%
NCCOc1ccccc1Cc1ccccc1 | 2%
CCOC(=O)CSC1=C(C#N)C(c2ccc(Br)cc2)CC(=O)N1 (stereo not drawn) | 12%
Cc1cc(C)nc(/N=C(\N)Nc2cc(Cl)cc(Cl)c2)n1 | 1%
CN(C)c1ccc(C(c2c[nH]c3ccccc23)c2c[nH]c3ccccc23)cc1 | 23%
O=C1CSC2(C(=O)Nc3ccccc32)N1c1cccc(Br)c1 (stereo not drawn) | 9%
COc1ccc(Nc2ccc([N+](=O)[O-])cc2C(=O)O)cc1 | 5%
COc1ccc(OCCCCOc2ccc(C)c(C)c2)cc1 | 8%
CN(C)c1ccc(C(=O)N2CCN(Cc3ccccc3)CC2)cc1 | 9%
O=C(CCc1ccccc1)Nc1cccc(Br)c1 | 0%
CC1=CC(C)(C)Nc2ccc(OC(=O)CN3C(=O)CCC3=O)cc21 | 0%
CCN1C(=O)/C(=C\c2cc(Cl)c(OCc3ccccc3)c(OC)c2)SC1=S | 12%
CCCCCCCC(=O)N=NC(=O)c1ccc(-n2c(O)c3ccccc3c2O)cc1 | 6%
CCOC(=O)NNC1=C(C(=O)C(F)(F)F)CCC1 | 0%
CCOc1cc(C=O)cc(Cl)c1OCc1ccc(Cl)cc1 | 47%
CCOc1ccc(NC(=O)c2ccc(C(=O)c3ccccc3)cc2)c([N+](=O)[O-])c1 | 2%
O=C(CSc1nc2ccccc2o1)Nc1nc2c(s1)CCCC2 | 12%
CC(C)(C)c1cc(C(=O)Oc2ccc(OC(=O)c3cc(C(C)(C)C)cc(C(C)(C)C)c3)c(Cl)c2)cc(C(C)(C)C)c1 | 0%
Cc1cc2c(N=NC(=O)c3ccccc3Cl)c(O)[nH]c2cc1Br | 28%
CC1=C(C(=O)OCC2CCCO2)C(c2ccc(F)cc2)C2=C(CCCC2=O)N1 (stereo not drawn) | 0%
O=C(CSCC(=O)Nc1ccccn1)Nc1ccc2ccccc2c1 | 0%
O=C(N/N=C/c1cccc(O)c1)c1n[nH]c2c1CCC2 | 32%
CCc1ccccc1N(CC(=O)N1CCOCC1)S(C)(=O)=O | 12%

An excerpt of these results, comma-delimited.
SMILES,RNase H inhibition
CC1=CC(C)(C)N(C(=O)CN2C(=O)C3CCCCC3C2=O)c2cc(C)ccc21 (stereo not drawn),20%
CC(=O)CC1(O)C(=O)N(Cc2ccc3c(c2)OCO3)c2ccccc21 (stereo not drawn),14%
O=c1oc2cc(OCc3c(F)cccc3Cl)ccc2cc1-c1ccccn1,8%
Cc1ccc(N=Cc2ccc([N+](=O)[O-])cc2)c(C)c1,3%

(further entries)
SMILES | RNase H inhibition
CCCOc1ccccc1/C=C1/C(=O)NN(c2ccccc2)C1=O | 12%
Cc1ccc(N2C(=O)CC(N3CCN(Cc4ccccc4)CC3)C2=O)cc1Cl (stereo not drawn) | 0%
CS(=O)(=O)N(CC(=O)Nc1ccccc1Cl)c1cc(Cl)cc(Cl)c1 | 11%
CCOC(=O)c1c(-c2ccc(OC)c(OC)c2)csc1N | 0%
CCCOC(=O)c1c(NC(=O)c2c(-c3ccccc3)noc2C)sc2c1CCCCC2 | 39%
CC1CCc2c(sc(NC(=O)Nc3ccc(Cl)cc3)c2C(N)=O)C1 (stereo not drawn) | 9%
Cc1cc(OCC(O)CN2CCN(Cc3ccc4c(c3)OCO4)CC2)ccc1Cl (stereo not drawn) | 13%
C(=N\Nc1nc(N2CCOCC2)nc(N2CCOCC2)n1)/c1ccc2ccccc2c1 | 1%
O=c1[nH]c(SC2C=CCCC2)nc2sc3c(c12)CCCC3 (stereo not drawn) | 9%
NC1=NC(=O)/C(=C/c2cc(Br)ccc2OS(=O)(=O)c2ccc([N+](=O)[O-])cc2)S1 | 6%
Cc1ccccc1N1CCN(Cc2c[nH]c3ccccc23)CC1 | 4%
CCOC(=O)Nc1sc2c(c1C(=O)OC(C)C)CCC(C)C2 (stereo not drawn) | 33%
CCC(C)N=Cc1c(O)n(-c2c(C)cc(C)cc2C)c(=O)[nH]c1=O (stereo not drawn) | 0%
COc1cccc(C2=NN(C(=O)c3cccc(Br)c3)C(O)(C(F)(F)F)C2)c1 (stereo not drawn) | 43%
CCc1ccc(/C(C)=N/Nc2cc(-n3nc(C)cc3C)nc(C)n2)cc1 | 8%
COc1ccc(/C(C)=N/NC(=O)c2ccc(OC)cc2OC)cc1 | 1%
CCOC(=O)C1=C(C)N=c2s/c(=C/c3cc(C)n(-c4ccc(C)cc4)c3C)c(=O)n2C1c1ccc(OC)c(OC)c1 (stereo not drawn) | 36%
CCOC(=O)C1=C(c2ccccc2)N=c2s/c(=C\c3ccc(O)cc3)c(=O)n2C1c1cccs1 (stereo not drawn) | 22%
O=C1C(Cl)=C(Nc2ccc(Nc3ccccc3)cc2)C(=O)c2ccccc21 | 15%
Cc1cccc(OC(=O)C#Cc2ccccc2)c1 | 12%
CC1=Nc2ccccc2/C1=C/c1c(O)n(-c2ccccc2C)c(=S)[nH]c1=O | 18%
COc1cccc(/C=C/c2ccncc2)c1OC | 26%
COc1cccc(/C=C2\C(=O)N(c3ccc(C(=O)O)cc3)N=C2C)c1O | 12%
CCCn1c(=O)c(C(=O)Nc2ncccc2C)c(O)c2ccccc21 | 0%
Cc1cccc(C2N(Cc3ccccc3)CCN2Cc2ccccc2)c1 | 1%

Later entries
SMILES | RNase H inhibition
CCOC(=O)c1c(Nc2ccc(C)cc2)csc1C | 7%
CCOC(=O)c1ccc2c(c1)n(CCO)c(C)[n+]2CCO | 0%
CC(C)c1ccc2oc(-c3cccc(NC(=S)NC(=O)c4ccccc4Br)c3)nc2c1 | 8%
O=C1OC(c2ccccc2F)=N/C1=C\c1ccc(Br)cc1 | 12%
Cc1c(C=C2C(=O)NC(=O)NC2=O)c2ccccc2n1Cc1ccccc1 | 9%
OCCNCCCCOc1ccccc1Cl | 11%
Clc1ccccc1-c1noc(-c2ccccc2Cl)n1 | 8%
CCC(=O)Oc1cc2c(C(=O)OC)c(C)oc2cc1Br | 0%
Cc1ccc(S(=O)(=O)N(CC(=O)NCc2ccccc2C)c2ccc(Br)cc2)cc1 | 10%
CC(C)(C)N1C(=O)c2ccc(C(=O)Nc3cccc(I)c3)cc2C1=O | 20%
O=C(Nc1ccc(Nc2ccccc2)cc1)c1ccc(Cl)c([N+](=O)[O-])c1 | 17%
CS(=O)(=O)N1CCN(C(=O)c2ccc(F)cc2)CC1 | 28%
Cc1ccc(/C(O)=C(\C#N)c2nc3ccccc3[nH]2)cc1 | 3%
O=C(C[n+]1cc[nH]c1)c1ccc(Cl)cc1 | 7%
CC(=O)NC/C(C)=N\NC(=O)c1ccccc1Cl | 0%

Given field by field: entries from further up.
Compound: CC(C)(C)N1C(=O)c2ccc(C(=O)Nc3cccc(I)c3)cc2C1=O
- RNase H inhibition: 20%
Compound: O=C(Nc1ccc(Nc2ccccc2)cc1)c1ccc(Cl)c([N+](=O)[O-])c1
- RNase H inhibition: 17%

Source: PubChem
